RXFP1 agonist: RXFP1 (human) receptor agonism | Q9HBX9 | 370,000 compounds, 0.3% hits | AID 2676 | Potency, µM (titrated, usually from 57.5 µM), without a hit: at the top dose activation, actives largely listed as activators | HEK293T-RXFP1 cAMP TR-FRET, 30 min; response scale: percent of porcine relaxin response, buffer zero; also: potency is read from the fitted curve at half-maximal effect; % is scaled to controls: 0 for no effect and ±100 for the full control effect; nearly all actives have a fitted effect of over 60% in size; many of its hits are not listed in these tables
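Agonist response is measured as cAMP accumulation in an RXFP1-transfected HEK293T line under PDE4 inhibition. Values are scaled between buffer-only and 29 nM porcine relaxin, and EC50s come from standard Hill equation fits.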
D2 potentiator: positively modulates the human D2 dopamine receptor allosterically; AID 485347; potentiation, % at 10 µM; HEK293 T-REx D2, calcium flux, EC20 dopamine potentiation; P14416; 340,000 compounds, 0.34% hits;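 active = potentiation over 3 SD above the plate norm, cut at about 30% in these data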; also: 0% is about no effect
Target sequence (P14416 whole entry, looked up): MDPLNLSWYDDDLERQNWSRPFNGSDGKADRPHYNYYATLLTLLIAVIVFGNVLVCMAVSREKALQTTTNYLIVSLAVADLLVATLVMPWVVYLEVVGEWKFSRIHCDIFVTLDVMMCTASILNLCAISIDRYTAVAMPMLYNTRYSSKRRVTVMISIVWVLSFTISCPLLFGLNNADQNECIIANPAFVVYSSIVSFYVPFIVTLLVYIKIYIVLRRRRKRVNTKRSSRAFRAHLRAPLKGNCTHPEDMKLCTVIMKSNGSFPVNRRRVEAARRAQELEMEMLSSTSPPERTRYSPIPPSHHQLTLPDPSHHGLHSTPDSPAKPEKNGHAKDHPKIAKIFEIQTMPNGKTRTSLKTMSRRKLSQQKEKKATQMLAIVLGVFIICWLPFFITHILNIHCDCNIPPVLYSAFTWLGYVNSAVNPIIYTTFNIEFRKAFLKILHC
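Cells plated with tetracycline inducer and held overnight at 30 C; calcium dye loaded 30–90 min at room temperature; baseline taken, compound added and read 180 s; EC20 dopamine then added and read 180 s.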
D1 potentiator: human D1 dopamine receptor positive modulation; P21728; 360,000 compounds, 0.036% hits; AID 504651; potentiation, % at 10 µM; HEK293 TREx D1 cells, calcium flux, dopamine EC20 potentiation; in the data active = potentiation above about 30%; also: 0% is about no effect
Target sequence (P21728 whole entry, looked up): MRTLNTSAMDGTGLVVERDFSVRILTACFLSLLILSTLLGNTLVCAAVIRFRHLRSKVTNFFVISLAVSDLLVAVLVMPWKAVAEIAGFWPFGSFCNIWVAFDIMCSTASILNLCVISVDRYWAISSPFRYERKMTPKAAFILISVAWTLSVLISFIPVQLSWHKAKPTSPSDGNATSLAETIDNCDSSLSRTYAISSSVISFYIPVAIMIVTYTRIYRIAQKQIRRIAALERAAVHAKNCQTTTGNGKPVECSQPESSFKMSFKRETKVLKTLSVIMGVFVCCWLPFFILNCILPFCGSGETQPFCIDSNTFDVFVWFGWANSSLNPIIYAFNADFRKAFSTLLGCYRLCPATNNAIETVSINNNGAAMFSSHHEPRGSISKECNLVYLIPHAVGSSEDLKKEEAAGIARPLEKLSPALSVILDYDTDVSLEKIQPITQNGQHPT
Vif-A3F inh: blocks the Vif interaction with APOBEC3F | HeLa A3F-eYFP + Vif (tagged APOBEC3F with the HIV-1 protein that degrades it), YFP fluorescence increase | Potency, µM (titrated, usually from 46.1 µM), for the others: at the highest dose activity, negative = active | 390,000 compounds, 0.2% hits; also: potency is read from the fitted curve at half-maximal effect; % of control where 0% means no effect; nearly all actives have a fitted effect of over 65% in size
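HeLa cells stably expressing A3F-eYFP plus Vif, plated and incubated overnight at 37 deg C, then exposed to compounds overnight at 37 deg C. Blocked degradation read as raised yellow fluorescence (Ex 488/Em 500-530).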
RXFP1 antagonist: antagonists of human relaxin receptor RXFP1. activity change, negative = inhibition, % at 57.5 µM. HEK293-RXFP1, relaxin-stimulated cAMP HTRF, 30 min; hits give low values. Q9HBX9. AID 1259400. 350,000 compounds, 0.59% hits;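 active = activity change of -60% or lower, but not beyond a set lower limit; inconclusive = change between -60% and -40%, or beyond the set limit; inactive = change above -40%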; also: % is scaled to controls: 0 for no effect and ±100 for the full control effect
D1 antagonist: blocks dopamine activation of the human D1 receptor | P21728 | AID 504652 | activity change, negative = inhibition, % at 10 µM | HEK293 TREx D1 cells, calcium flux, dopamine EC80; hits give low values | 360,000 compounds, 3.2% hits; in the data active = activity change below about -30%; also: % is scaled to controls: 0 for no effect and ±100 for the full control effect
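Compound effects on dopamine-evoked calcium signalling were measured in tetracycline-induced HEK293 Trex D1 cells. Dopamine at EC80 followed a 180 s compound pre-read, and fluorescence was tracked kinetically for 180 s more.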
Vif-A3G inh: Vif-A3G binding inhibition | Q9HC16 | HeLa A3G-eYFP + Vif (tagged APOBEC3G with the HIV-1 protein that degrades it), YFP fluorescence, overnight | Potency, µM (doses to about 46.1 µM), without a hit: at the highest dose activity, negative = active, hits mostly inhibitors | 410,000 compounds, 0.076% hits;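 also: potency is read from the fitted curve at half-maximal effect; % is scaled to controls: 0 for no effect and ±100 for the full control effect; nearly all actives have a fitted effect of over 60% in size; hits raise eYFP signal because A3G escapes Vif-driven loss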
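HeLa cells stably expressing Vif and C-terminally eYFP-tagged A3G, seeded overnight at 37 deg C, then exposed to compound by pintool overnight at 37 deg C. Rise in yellow fluorescence (Ex 488/Em 500-530, Acumen) marks blocked Vif-driven A3G degradation.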
D1 agonist: activates the human D1 dopamine receptor; P21728; HEK293 T-REx D1 cells, calcium flux, agonist mode; activation, % at 2 µM; 360,000 compounds, 1% hits; AID 504660; in the data active = activation above about 30%; also: 0% is about no effect
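Inducible HEK293 T-REx D1 cells, force-coupled to calcium signalling, were plated at 4000 cells/well with tetracycline and held overnight at 30 C. After no-wash calcium dye loading, compound-evoked calcium rise over 180 s flagged agonists.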
Glioma ERSR ind: induces the endoplasmic reticulum stress response in human glioma cells; U87-MG GRP78 promoter luciferase reporter, 16 h; Potency, µM, for the others: top-dose activation, usual class: activators; 420,000 compounds, 0.02% hits; also: potency is read from the fitted curve at half-maximal effect; series mostly up to about 76 µM; % of control where 0% means no effect; nearly all actives have a fitted effect of over 35% in size
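ERSR induction read as luciferase luminescence (Bright-Glo, 10 min at room temperature) in stably transfected human U87-MG glioma cells exposed to compounds for 16 h, using GRP78 as sensor.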
Numbers without * were called inactive; ? = inconclusive; / = not tested or not shown; & = joins results of further samples. Unless noted, calls follow the shape of the dose curve; as a rule, active = well fitted curve in the direction sought with a large enough effect; inconclusive = small, poorly fitted or top-dose-only effect, or another doubt; inactive = no such curve, though single readings can be large; an effect the other way counts as inactive or inconclusive. These rows are one share of the data; count on the stated rates, not on these rows.

molecule	RXFP1 agonist	D2 potentiator	D1 potentiator	Vif-A3F inh	RXFP1 antagonist	D1 antagonist	Vif-A3G inh	D1 agonist	Glioma ERSR ind
CC(C)c1ccc(NC(=O)CN2C(=O)NC(Cc3c[nH]c4ccccc34)C2=O)cc1 (stereo not given)	-1.3%	13	10	-6%	-10	-21	0%	3	10%
COc1ccc(C2=C(Nc3ccc(Br)c(C)c3)c3ccccc3C2=O)cc1	4.2%	2	3	-5%	-20	12	3%	1	-1%
Cc1cc(Oc2ccccc2)nc(SCC(=O)Nc2ccc(Cl)c(Cl)c2)n1	1.8%	-15	-5	6%	-7	-12	-1%	0	-3%
CC(C)c1ccc(S(=O)(=O)N2CCN(C(=O)CN3C(=O)NC4(CCCCC4)C3=O)CC2)cc1	-0.5%	6	-4	-13%	-3	-22	-5%	3	-4%
C/C(=N\Nc1cccc2cccnc12)c1ccc(C)cc1	-3.7%	-11	-5	1%	-5	/	-2%	0	0%
CC1CCCC(NC(=O)c2cccc(S(=O)(=O)N3CCN(c4ccccc4)CC3)c2)C1C (stereo not given)	-1.0%	/	-1	3%	-7	-2	1%	0	-3%
c1ccc(Nc2ncnc3[nH]ncc23)cc1	0.0%	5	1	-8%	1	0	2%	0	-4%
COc1ccccc1OCC(=O)/C=C1/N(C)c2ccccc2C1(C)C	10%	-3	-8	0%	-30	-49*	-6%	32*	-1%
Cc1cc(C)cc(-n2cccc2/C=C2/C(=N)N3C(=NC2=O)SN=C3S(C)(=O)=O)c1	0.1%	7	-5	?	-27	-8	-8%	2	-1%
CC1Nc2ccccc2C(=O)N1NS(C)(=O)=O (stereo not given)	3.1%	19	4	-1%	2	10	-1%	1	-2%
COc1ccccc1C(=O)OCc1cc(=O)n2nc(-c3cccs3)sc2n1	0.4%	-2	-2	-1%	/	-28	-1%	1	0%
Cc1ccc(-n2c(=O)c3c4c(sc3n3c(=S)[nH]nc23)CCC4)cc1	5.0%	13	10	4%	-9	21	-1%	6	-3%
CCn1c(C(C)NC(=O)c2ccc(C)cc2)n[nH]c1=S (stereo not given)	1.9%	-3	-3	-26%	/	11	0%	2	-3%
COc1cc(C(=O)Nc2ccc(OCc3cc(=O)n4cccc(C)c4n3)cc2)cc(OC)c1OC	7.2%	-9	-5	0%	-1	-14	5%	-1	-4%
Cc1cc(C)c(NC(=O)CSc2nc(=O)n(CCN3CCOCC3)c3c2CCC3)c(C)c1	1.2%	27	-4	-5%	-13	2	4%	0	-3%
CCOc1ccccc1-c1cc(-c2ccc(OC)cc2)nc2c1c(=O)n(C)c(=O)n2C	6.2%	8	-1	-10%	-9	9	-1%	2	1%
CCc1n(CC(O)COC2CCCCC2)c2ccccc2[n+]1C (stereo not given)	0.5%	-4	1	9%	12	4	1%	2	-4%
COc1ccccc1C(=O)Cc1ccccc1	/	/	/	5%	-3	/	2%	/	1%
Cc1ccc(NC(=O)CSc2nc3cc(C(=O)NCC4CCCO4)ccc3c(=O)n2CC2CCCO2)cc1 (stereo not given)	/	/	/	-1%	5	/	0%	/	-4%
CC(NC(=O)CN1CCN(c2ncccn2)CC1)c1ccc(F)cc1 (stereo not given)	2.5%	-16	-4	-2%	-1	3	1%	3	-1%
Cc1ccc(OCCN2C(=O)c3ccccc3C2=O)c([N+](=O)[O-])c1	3.6%	-5	-3	2%	-3	6	-4%	9	10%
COc1ccc(NC(=O)CSc2nc3[nH]ncc3c(=O)[nH]2)cc1OC	-1.1%	-5	0	5%	-9	20	-1%	5	0%
CN(C(=O)COC(=O)CSc1ccccc1)c1c(N)n(Cc2ccccc2)c(=O)[nH]c1=O	/	/	/	-7%	-6	/	1%	/	-3%
Cc1[nH][nH]c(=O)c1C(c1cc2c(cc1Br)OCO2)c1c(C)[nH][nH]c1=O	-4.0%	/	0	-13%	8	-13	0%	0	-2%
CCC(C)c1ccccc1N1CC(C(=O)Nc2ccc(C)c(S(=O)(=O)N3CCOCC3)c2)CC1=O (stereo not given)	1.5%	13	-1	6%	-9	-1	-5%	3	-4%
COc1cc2cc(CN(Cc3nnnn3Cc3ccccc3)CC3CCCO3)c(=O)[nH]c2cc1OC (stereo not given)	4.3%	15	-1	8%	-2	-7	-3%	1	-1%
O=C(CCN1CCOCC1)Nc1cc(C(=O)Nc2ccc(Cl)cc2)ccc1N1CC2CC(C1)c1cccc(=O)n1C2 (stereo not given)	1.1%	-3	-6	-2%	-8	-6	-2%	1	-3%
CCOc1ccc(C2NC(=O)c3ccccc3O2)cc1OC (stereo not given)	-0.2%	-2	2	10%	-3	-1	1%	6	-1%
CCOC(=O)c1[nH]c(C)c(C(=O)OCc2ccc(C)cc2)c1C	-0.3%	4	/	-6%	1	6	0%	8	-5%
CCOCCCNC(=O)c1cc(C)nn1-c1ccccc1	-0.3%	6	-6	-7%	/	28	0%	-1	-3%
CC(C)CCNC(=O)C(=O)Nc1cc2c3c(c1)CCC(=O)N3CCC2	-0.2%	-1	-11	-4%	?	4	1%	1	-8%
COC(=O)c1ccc(CSc2nncn2N)cc1	1.0%	9	2	6%	0	7	-1%	-2	-2%
COc1ccc(C(=O)NC(=S)Nc2ccc(CN3CCCCC3)cc2)cc1Cl	2.4%	-9	-5	-20%	-4	8	0%	9	-4%
CCn1c(SCc2ccc(C#N)cc2)nnc1-c1cccc(Cl)c1	1.4%	8	-3	-7%	-3	-23	-1%	2	-4%
CN(CCCNC(=O)CCCOc1cc(=O)n(C)c2ccccc12)Cc1ccccc1	0.6%	-14	0	-3%	-7	-3	2%	0	16%
CN1CCN(CCCNC(=O)c2ccc(/C=C3\Oc4ccccc4N(Cc4ccc(Cl)cc4)C3=O)cc2)CC1	18%	-19	8	17%	7	130	?	87*	-11%
CC=Cc1cc2c(c(=O)o1)C(=O)C(O)C(C)O2 (stereo not given)	/	/	/	11%	-2	/	?	/	-13%
CCCn1c2ccccc2c2cnn(CC(=O)OC)c(=O)c21	3.2%	3	2	10%	-7	2	-3%	0	-6%
Cc1csc(SC(C)C(=O)NC2CCCCC2C)n1 (stereo not given)	1.1%	17	1	-2%	2	62	-2%	2	-1%
CNC(=S)Nc1ccc(C)c(NC(=S)NC)c1	2.9%	-3	4	-1%	-8	-6	3%	1	-4%
Nc1ccc(N=Nc2ccc(N)cc2)cc1	-5.2%	8	-5	1%	3	-4	3%	2	-10%
O=C(O)c1ccc(Nc2nc3ccccc3c3nncn23)cc1	13%	29	0	-5%	-7	7	2%	2	-2%
CC(=O)c1ccc(NC(=O)C(C)N(C)CC(=O)Nc2ccccc2Cl)cc1 (stereo not given)	-2.3%	-8	-4	1%	-8	19	-7%	10	-1%
CCN1C(=O)/C(=C2\SC(N3CCCCC3)=NC2=O)c2ccccc21	-2.3%	/	/	-2%	15	/	-1%	/	4%
COc1cccc(C2=CC(=O)C[C@H](c3ccc(F)cc3)C2)c1OC	0.4%	13	-4	-8%	/	/	-10%	3	0%
COc1cc(Nc2ncc3c(n2)CCN(Cc2cccc(C)c2)C3)cc(OC)c1	1.4%	-4	2	/	-1	7	/	2	/
COc1ccc(N2CCN(CC(=O)c3ccccc3)CC2)cc1	4.5%	-7	5	?	-5	3	-10%	3	3%
COc1cc(NC(=O)N2CCc3c(sc4c3CCCC4)C2c2ccccc2)cc(OC)c1OC (stereo not given)	-1.9%	0	0	1%	-12	-8	-1%	0	2%
CCOC(=O)N1CCN(Cc2nc3cc(NC(=O)CC(C)C)ccc3n2CC)CC1	0.1%	10	1	-5%	7	-22	?	0	-9%
COc1ccc(NC(=O)Cc2coc3cc(C)ccc23)cc1S(=O)(=O)N1CCOCC1	0.0%	/	0	-2%	5	2	-6%	1	1%

An excerpt of these results, with two lines to a compound.
Each structure is followed by: RXFP1 agonist | D2 potentiator | D1 potentiator | Vif-A3F inh | RXFP1 antagonist | D1 antagonist | Vif-A3G inh | D1 agonist | Glioma ERSR ind
CC(=O)c1ccc(NC(=O)C(C)N(C)CC(=O)Nc2ccccc2Cl)cc1 (stereo not given)
→ -2.3% | -8 | -4 | 1% | -8 | 19 | -7% | 10 | -1%
COc1cc(NC(=O)N2CCc3c(sc4c3CCCC4)C2c2ccccc2)cc(OC)c1OC (stereo not given)
→ -1.9% | 0 | 0 | 1% | -12 | -8 | -1% | 0 | 2%

Carrying on.
molecule	RXFP1 agonist	D2 potentiator	D1 potentiator	Vif-A3F inh	RXFP1 antagonist	D1 antagonist	Vif-A3G inh	D1 agonist	Glioma ERSR ind
CC(=O)c1ccc(S(=O)(=O)Nc2ccc(Cl)c(S(=O)(=O)N3CCCC3)c2)cc1	/	/	/	-4%	6	/	-5%	/	-3%
O=c1[nH]c(C2CCN(S(=O)(=O)/C=C/c3ccccc3)CC2)nc2c1nnn2Cc1ccccc1	-2.9%	10	5	0%	0	-2	1%	2	-1%
Cc1cc(C)cc(Oc2nc3ccccn3c(=O)c2/C=C(\C#N)c2nc3ccccc3s2)c1	19%	9	-4	-16%	-4	-25	0%	0	-2%
CNC(=O)Cn1nc(-c2ccc(Cl)cc2)c2ccccc2c1=O	-1.6%&7.8%	/	-1&-4	-14%&7%	9&-1	-5&-5	3%&-1%	1&0	-2%&-3%
CCOC(=O)c1ccc(CC2SC(N)=NC2=O)cc1 (stereo not given)	1.3%	6	-1	0%	3	-1	-1%	3	3%
O=C(NCCc1ccccc1)C1CCN(Cc2cc3ccccc3n2Cc2cccc(Cl)c2)CC1	2.9%	/	-3	-1%	1	-12	1%	2	-5%
CCOc1ccc(N(CC(=O)NC2CCCCC2)S(=O)(=O)c2ccccc2)cc1	1.2%	13	-3	5%	7	8	2%	-3	0%
O=C(CCc1ccccc1)Nc1ccccc1[N+](=O)[O-]	0.0%	5	-9	-2%	-1	-36*	-6%	0	6%
COc1ccc(C(c2sc3nc(C)nn3c2O)N2CCN(Cc3ccccc3)CC2)cc1OC (stereo not given)	0.1%	-4	-11	0%	-7	-51*	-5%	2	-3%
CCn1c(COc2ccccc2)nnc1SCC(=O)Nc1cc(C)ccc1OC	2.5%	-23	-3	0%	-5	-1	2%	1	-2%

Bioassay records (PubChem BioAssay)
